# TRPM1 prom inh: inhibitors of MITF-dependent TRPM1 promoter reporter, primary screen, cell-based, SK-MEL-5, single point, luciferase. SK-MEL-5 TRPM1 promoter luciferase, 24 h. inhibition, % at 12.5 µM. hit rate 0.83% among 330,000. AID 488899, 2010;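 active means mean inhibition across replicates of 60% or more, whatever share of single replicates reaches that level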; further: values of inactives mirror those of a sister screen read the other way
# Peg3 promoter: Peg3 promoter-driven luciferase inhibitors, primary screen, cell-based, HeLa, luciferase luminescence. HeLa PEG-Prom luciferase reporter, overnight. inhibition, % at 20 µM. hit rate 1.7% among 360,000;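 active means inhibition of at least 50% at 20 µM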
# NR2E3 ag-1: inhibitors of NR2E3-RetCOR corepressor binding, primary screen, NR2E3 agonist project, biochemical, TR-FRET, GST-NR2E3, biotin-RetCOR | 1536-well | AID 2300, 2010 | hit rate 0.12% among 320,000 | inhibition of corepressor binding, % at 4.78 µM;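 active means percent inhibition above the cutoff of mean plus 3 SD of all tested compounds, set per screening campaign, cut at about 20% in these data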;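 further: 0% = DMSO wells and 100% = biotin wells as full block of FRET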
# Target sequence (Q9Y5X4 whole entry, looked up): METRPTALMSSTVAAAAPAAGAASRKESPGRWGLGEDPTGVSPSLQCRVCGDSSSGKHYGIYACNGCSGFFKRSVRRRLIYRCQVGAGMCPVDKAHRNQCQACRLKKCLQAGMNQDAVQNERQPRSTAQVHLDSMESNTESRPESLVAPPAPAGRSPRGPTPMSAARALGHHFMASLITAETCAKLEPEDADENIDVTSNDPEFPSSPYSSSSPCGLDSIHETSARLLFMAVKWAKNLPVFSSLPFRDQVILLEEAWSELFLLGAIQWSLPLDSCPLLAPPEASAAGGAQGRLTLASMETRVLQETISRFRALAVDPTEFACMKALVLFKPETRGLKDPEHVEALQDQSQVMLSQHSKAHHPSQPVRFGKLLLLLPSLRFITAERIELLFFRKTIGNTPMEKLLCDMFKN
#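 Test system: GST-NR2E3 and biotin-RetCOR proteins | Quantity: 1.35 nM GST-tagged NR2E3 final | Medium: Tris pH 7.5 | Also added: 7 nM biotin-RetCOR | Dosing: Compound at 4.8 µM, single dose | Timing: 5 h at 4 °C | Detection: Time-resolved FRET | Read-out basis: Percent inhibition | Benchmarks: Biotin wells as high control, 0.6% DMSO wells as low control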
# aDG glyco act: activators of alpha-DG glycosylation, primary screen, uHTS, Pro5-aDG cells, AlphaScreen; alpha-DG glycosylation AlphaScreen (IIH6); 0% Pro5, 100% B10-LARGE cell signal; activation, % at 10 µM; hit rate 0.22% among 360,000;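 active means activation of at least 8% versus controls, or a plate z-score of at least 8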;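 further: Pro5 are CHO cells carrying HIG-tagged alpha-DG that lacks glycosylation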
# KKLEB tox: cytotoxicity in KKLEB CF airway cells, primary screen, cytotoxicity control for CF NF-kB inhibitor project, cell-based, uHTS, fluorescence assay plates; KKLEB CF airway cells viability, ATPlite luminescence, overnight; hits give low values; cells stimulated with P. aeruginosa culture filtrate; activity change (cytotoxicity), % at 5 µM; hit rate 0.36% among 360,000;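 active means corrected activity change at or below -50% at 5 µM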
# Shn3 inh set2: reduction of Shn3 3'UTR firefly luciferase signal, primary screen, Schnurri-3 inhibitor project, cell-based, Clone20 osteoblasts, set 2. inhibition, % at 12.5 µM. Clone20 osteoblast Shn3 3'UTR firefly luciferase, 24 h. hit rate 0.52% among 360,000;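 active means mean inhibition of at least 75% with every replicate also reaching 75%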;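 further: 0% = median of neutral control wells and 100% = pilot-screen positive control compound; some compounds past the cut are filed as inactive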
# iPSC survival up: enhancers of single-cell hiPSC survival, primary screen, ATPlite luminescence | 100% = ROCK inhibitor wells, 0% = DMSO | survival enhancement, % at 20 µM | hit rate 0.044% among 360,000 | AID 602274, 2012; in the data active means survival enhancement above about 18%;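 further: cells exposed to compounds for 16 hours before the ATP read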
# HIF-2a block: HIF-2a reporter inhibitors, primary screen, luminescence, 786-0 RCC cells; 786-0 RCC cells HIF-2a reporter, luciferase luminescence, overnight; inhibition, % at 18.8 µM; hit rate 0.72% among 360,000;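 active means inhibition of the luminescence signal of 40% or more relative to plate controls, in a single-dose primary screen at 18.75 µM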
# CF NFkB block: inhibitors of PAF-induced NF-kB signaling, primary screen, cell-based, GFP fluorescence, uHTS; KKLEB NF-kB-GFP reporter, GFP fluorescence overnight; inhibition, % at 5 µM; hit rate 0.86% among 360,000; AID 588850, 2011;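 active means at least 50% inhibition at 5 µM, scaled per plate between neutral and stimulator controls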;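 further: PAF is a Pseudomonas aeruginosa culture filtrate used as stimulus; plate controls were PAF-stimulated DMSO wells for no effect and unstimulated DMSO wells for full effect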
# NR2E3 ag-2: NR2E3 agonists in two-hybrid cells, primary screen, cell-based, luminescence, CHO-S, Gal4-NCOR/VP16-NR2E3. Photoreceptor-specific nuclear receptor (Homo sapiens), Q9Y5X4. luciferase. inhibition of corepressor binding, % at 3.98 µM. hit rate 0.35% among 360,000. AID 602229, 2012;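 active means inhibition above the mean of all tested compounds plus 3 SD, cut at about 70% in these data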;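 further: 0% = DMSO with NR2E3 transfected cells and 100% = cells lacking NR2E3 construct; higher means lower luciferase signal from less NR2E3 corepressor binding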
# TWEAK-Fn14 inh: inhibitors of TWEAK-Fn14 signaling, primary screen, luciferase reporter cells, uHTS; TWEAK-stimulated Fn14 reporter cells, luciferase luminescence, 8 h; hit rate 2% among 360,000; inhibition, % at 10 µM; in the data active means inhibition above about 50%
# * = called active by the depositor; nt = not tested or not shown. The list is partial, so the mix of outcomes need not match the whole.
SMILES,TRPM1 prom inh,Peg3 promoter,NR2E3 ag-1,aDG glyco act,KKLEB tox,Shn3 inh set2,iPSC survival up,HIF-2a block,CF NFkB block,NR2E3 ag-2,TWEAK-Fn14 inh
Cn1cc(C(=O)NCc2ccccc2)c2ccccc21,-13.5,1.3,-1.5,0.2,-5.3,-13.7,-0.8,-16.4,-1.7,-25.5,-4.1
COc1cc2c(C(=O)N3CCN(C)CC3)c(C)n(C)c2cc1Br,-6.2,9.1,0.5,-0.1,-2.2,-4.2,5.9,-4.6,-13.1,7.0,-26.3
CC1CCCCN1Cc1cccnc1 (configuration not stated),15.5,7.9,4.6,-0.1,8.1,-8.0,0.5,8.0,0.3,-3.1,0.7
C[C@@H]1CN([C@@H](C)CO)C(=O)CCCn2nncc2CO[C@H]1CN(C)C(=O)Oc1ccc2ccccc2c1,nt,13.0,nt,-0.3,16.7,5.7,1.8,-0.9,-42.4,-4.6,2.3
Nc1ccc(CC2=NCCN2)cc1,5.3,-1.8,nt,0.2,3.9,-7.1,3.0,-1.6,-6.3,24.0,-10.1
O=c1[nH]c(=O)n(C2CCCCC2)c(O)c1C=NCCCn1ccnc1,5.7,22.0,1.0,-0.1,7.0,-9.7,-0.1,10.5,0.0,7.9,8.1
O=C(O)c1nn(Cc2ccc(Cl)cc2)c2ccccc12,nt,4.5,nt,-0.4,15.2,0.6,4.5,16.8,-1.6,-24.8,7.9
COc1ccc2c(C)c(CC(=O)N3C[C@H]4C[C@@H](C3)c3cccc(=O)n3C4)c(=O)oc2c1,nt,2.6,0.3,-0.4,0.8,-32.9,0.0,10.0,-6.5,8.6,7.5
CCOc1cccc(CNC2CN3CCC2CC3)c1 (configuration not stated),-6.0,6.6,6.8,-0.1,-0.7,-10.1,4.6,4.1,1.0,-11.0,-1.4
COC1CCCCC1NCCc1ccccc1 (configuration not stated),-1.1,15.4,3.1,0.4,4.3,2.3,-0.5,8.1,3.9,-14.7,-13.6
Cc1cc(OC(C)C(=O)NCC2CCC(C(=O)O)CC2)c2c3c(c(=O)oc2c1)CCC3 (configuration not stated),-5.8,2.0,1.2,-0.1,11.8,3.7,0.6,1.0,-26.1,15.1,-3.1
O=P(Oc1ccccc1)(Oc1ccccc1)N1CCOCC1,-3.7,10.0,nt,0.1,-20.0,-6.0,-1.6,10.0,15.7,3.6,-18.6
CCOC(=O)c1cccc([P+](=O)O)c1,3.4,13.0,-0.9,-0.3,-0.7,-7.9,6.1,9.6,-10.7,-29.3,-7.8
COc1cc(CC2(CCc3ccncc3)C(=O)N(C)C(=O)N(C)C2=O)cc(OC)c1OC,13.0,13.5,2.0,-0.1,-4.5,12.3,0.2,14.7,5.4,20.1,-10.5
COc1ccccc1/C=C1/C(=N/O)C2CCN1CC2,7.3,-1.3,1.7,0.1,0.8,15.9,-2.3,4.7,-4.6,-11.8,-5.1
CCN(CC)CCOC(=O)C(O)(c1ccccc1)c1ccccc1,1.7,-6.9,0.4,-0.3,-7.9,-0.8,1.3,5.9,11.3,-23.8,20.6
CCCCn1c(O)c(C=NCc2ccc3c(c2)OCO3)c(=O)[nH]c1=O,-12.7,24.1,-0.3,0.0,8.0,-13.1,1.3,20.9,7.7,-1.6,14.8
Cc1cc(OCc2ccc([N+](=O)[O-])cc2)c2c3c(c(=O)oc2c1)CCCC3,2.5,10.6,4.0,0.1,-1.8,27.4,-0.1,-19.9,-49.0,-13.6,-22.3
Fc1cccc(-c2ccc3c(c2)CN(c2cccc(Cl)c2)Cc2cnnn2-3)c1,nt,-34.4,nt,0.2,-11.5,-4.1,-1.9,-17.8,-9.8,-18.6,-1.5
CC(C)CCNC(=O)CN1C(=O)CN=C(c2ccccc2)c2ccccc21,12.4,23.9,0.0,0.1,-7.3,47.2,-0.6,13.1,-2.9,1.0,9.9
O=c1c2ccccc2nc(-c2ccco2)n1-c1cccnc1,-4.1,-0.5,3.7,-0.1,4.0,5.0,0.2,12.5,-3.1,3.0,-1.8
CCOC(=O)c1cc2c(cn1)[C@H](CCO)NC2,1.6,-14.1,nt,0.0,5.7,-22.9,0.0,2.0,1.7,-13.2,8.0
COc1ccc(N=Cc2c(O)n(CC3CCCO3)c(=O)[nH]c2=O)cc1 (configuration not stated),-6.0,-24.1,0.7,1.5,-28.7,-9.5,2.5,-45.3,-8.3,1.5,8.1
C[C@]12CC[C@H](O)C[C@@H]1CC[C@@H]1[C@@H]2CC[C@]2(C)C(=O)CC[C@@H]12,-14.5,9.8,6.9,-0.3,-6.8,14.7,5.6,-11.1,14.1,-3.0,-38.6
CCCCCCn1c(O)c(C=NCCCn2ccnc2)c(=O)[nH]c1=O,-3.2,22.8,5.3,-0.4,-20.0,6.4,1.3,6.8,12.6,-21.7,-29.6

# Two compounds from above, reduced to TRPM1 prom inh and TWEAK-Fn14 inh.
canonical_smiles | TRPM1 prom inh | TWEAK-Fn14 inh
CCOC(=O)c1cc2c(cn1)[C@H](CCO)NC2 | 1.6 | 8.0
COC1CCCCC1NCCc1ccccc1 (configuration not stated) | -1.1 | -13.6

# Next results:
SMILES,TRPM1 prom inh,Peg3 promoter,NR2E3 ag-1,aDG glyco act,KKLEB tox,Shn3 inh set2,iPSC survival up,HIF-2a block,CF NFkB block,NR2E3 ag-2,TWEAK-Fn14 inh
CN1C(=O)C(=Cc2ccccc2OCc2ccccc2Cl)C(=O)N(C)C1=O,-7.0,-0.7,3.0,-0.2,-8.9,-9.5,0.0,-2.7,13.0,-40.4,-5.2
CC(=NCCc1ccccc1)c1c(O)n(C)c(=O)n(C)c1=O,-1.2,10.6,-4.6,0.0,-1.6,11.0,0.2,16.4,0.9,16.3,-14.9
CN1C(=O)C(=Cc2cn(CC(=O)N3CCCC3)c3ccccc23)C(=O)N(C)C1=O,-2.6,13.6,6.8,-0.1,-5.8,8.1,0.1,17.3,-0.4,13.8,17.0
CC1CCC(C(C)C)C(OP(N)(=O)c2ccccc2)C1 (configuration not stated),1.2,16.2,0.2,0.1,-12.0,-17.2,0.6,19.3,3.7,7.8,-7.5
COc1ccc(CN2CCN(C(=O)Cc3ccccc3)CC2)c(OC)c1,12.5,19.4,-0.2,0.4,4.2,-9.3,-0.8,8.6,0.0,-28.8,-26.9
c1ccc(CNCCc2c[nH]c3ccccc23)cc1,4.8,-5.7,0.5,0.0,1.2,-5.6,1.0,14.6,-4.1,0.6,-6.0
Cc1ccc2nc3c(cc2c1)CC1(C(=O)N(C)C(=O)N(C)C1=O)C1COCCN31 (configuration not stated),-7.5,-54.3,-0.3,0.1,4.8,-0.3,-1.1,-51.6,4.6,-10.3,4.3
CCCC(C)C1(CC)C(=O)NC(=Nc2ccc(F)cc2)NC1=O (configuration not stated),2.8,20.6,4.5,-0.2,-4.3,2.5,0.3,5.5,8.2,-6.7,-24.9
Cn1ccnc1P(=S)(c1nccn1C)N1CCOCC1,3.1,0.6,2.0,0.1,7.2,9.0,1.3,14.8,-0.3,-6.6,-9.0
Cc1ccc(S(=O)(=O)c2nc(-c3ccccc3Cl)oc2N(C)C2CCN(C)CC2)cc1,nt,63.9*,nt,2.8,-20.3,-11.6,-0.4,-25.6,40.8,21.6,-2.9
CCCNC(=O)N1[C@H]2CC[C@@H]1C(C(=O)OC)=C(c1ccc(F)cc1OCc1ccccc1)C2,-14.1,12.0,-1.5,0.4,0.3,6.1,-0.9,9.7,18.9,4.7,-22.9
CN1CCN(c2nc3ccccc3o2)CC1,-7.4,-45.6,-2.1,-0.2,0.8,-0.9,0.3,-53.9,-3.5,-2.7,14.4
CCOC(=O)[C@]12Cc3ccccc3[C@H]1N(C(C)C)C(=O)c1cc(OC)ccc12,nt,nt,nt,-0.3,nt,nt,-0.9,21.2,nt,-23.6,10.1
CCC(=NC1CC1)c1c(O)n(-c2ccc(OC)cc2)c(=O)[nH]c1=O,1.3,11.2,1.9,-0.2,-2.5,-9.6,6.6,2.1,1.2,-13.4,-5.6
Cc1ccc(OCCSC2=NN2c2cc(C)nc(N)n2)cc1,4.6,2.6,-0.6,-0.1,3.6,-16.1,0.3,-2.5,-5.6,2.6,1.0
Cc1ccsc1C(=O)C1CCCN(Cc2cccn2-c2ccccn2)C1 (configuration not stated),9.8,2.7,1.0,0.1,-17.7,9.5,-0.5,15.0,18.2,-7.9,4.4
COc1ccc(C2NCc3ccc4c(c3-n3cccc32)OCO4)cc1OC (configuration not stated),1.0,3.1,-1.3,0.4,-3.7,-18.1,0.6,8.4,-2.7,-14.9,-18.7
COC(=O)C1=C(c2ccc3ccccc3c2)C[C@@H]2CC[C@H]1N2C(=O)N1CCCCC1,10.4,-17.3,2.5,0.1,-6.3,24.2,-2.4,-14.3,25.3,11.1,9.6
CC(CO)(CO)N=Cc1c(O)n(-c2cccc3ccccc23)c(=O)[nH]c1=O,5.3,-2.4,2.5,0.0,13.8,-23.3,1.8,7.9,-14.9,-0.6,-6.1
COc1ccccc1CCNCc1cc2c(cc1[N+](=O)[O-])OCO2,3.2,4.9,-3.4,0.7,-5.4,16.5,-2.2,-87.7,9.1,-17.9,-29.8
COC(=O)C1=C(c2ccc(F)cc2OCc2ccccc2)C[C@@H]2CC[C@H]1N2C(=O)NCc1cccc(F)c1,-1.3,33.1,4.9,0.4,-31.5,9.3,-3.1,17.3,29.0,26.1,13.0
COC(=O)C1=C(c2ccc(OC)c(OC)c2)C[C@@H]2CC[C@H]1N2C(=O)NCc1cccc2ccccc12,-1.8,14.8,0.6,-0.1,10.4,6.5,-2.9,26.0,-17.7,-17.4,4.7
CCc1ccc2c(CN3CC=C(c4ccccc4)CC3)cc(=O)oc2c1,3.2,5.5,-0.1,-0.1,-3.3,17.5,0.5,-11.9,1.0,-13.8,-1.0
O=S1(=O)N(CCN2CC=C(c3c[nH]c4cc(F)ccc34)CC2)c2cccc3c2N1CCC3,15.3,19.4,0.6,-0.1,-27.2,0.2,0.1,22.8,0.9,-29.6,25.5
CCOC(=O)C1=C(N)Oc2c(c(=O)oc3ccccc23)C12C(=O)N(C)c1ccccc12 (configuration not stated),14.0,14.4,-0.9,-0.3,11.5,-7.4,-2.2,7.1,-2.4,-3.2,-0.3

# From PubChem BioAssay
